RmlCD inh 1536: M. tuberculosis RmlC/RmlD inhibition; P9WH09+P9WH11; 160,000 compounds, 0.03% hits; AID 1533; RmlC+RmlD coupled enzyme assay, percent inhibition; primary screen in compound mixtures; inhibition, % at 3.6 µM; in the data active = inhibition mostly above about 34%, no sharp cut-off; inconclusive = no clear call, values can overlap the other calls; inactive = mostly below about 22%; note: some results filed as inactive read as strong as hits
Target sequence (P9WH09 whole entry, looked up): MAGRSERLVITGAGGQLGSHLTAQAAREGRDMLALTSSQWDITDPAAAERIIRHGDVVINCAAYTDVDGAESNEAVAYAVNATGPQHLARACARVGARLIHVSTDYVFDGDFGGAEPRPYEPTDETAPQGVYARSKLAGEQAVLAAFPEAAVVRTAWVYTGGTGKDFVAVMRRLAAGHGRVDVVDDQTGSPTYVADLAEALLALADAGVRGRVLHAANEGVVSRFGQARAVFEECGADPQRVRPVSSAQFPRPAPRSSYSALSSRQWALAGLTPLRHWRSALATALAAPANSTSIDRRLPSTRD
Target sequence (P9WH11 whole entry, looked up): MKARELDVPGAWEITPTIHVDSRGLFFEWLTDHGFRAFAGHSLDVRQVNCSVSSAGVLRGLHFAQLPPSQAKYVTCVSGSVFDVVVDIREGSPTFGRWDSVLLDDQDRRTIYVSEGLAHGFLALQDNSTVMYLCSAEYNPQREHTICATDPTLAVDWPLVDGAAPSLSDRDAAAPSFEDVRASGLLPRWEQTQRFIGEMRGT
GlmU inhibition: inhibition of mycobacterial GlmU enzyme – biochemical, glucosamine-1-phosphate acetyltransferase (AID 1376); M. tuberculosis GlmU acetyltransferase enzyme assay; higher % means a stronger effect; inhibition, %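 (tested at 30 µM in the primary screen)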; hits with a dose series show IC50 in µM; 220,000 compounds, 0.25% hits; in the data active = inhibition above about 13%; inconclusive = no clear call, values can overlap the other calls;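 note: 0% = complete reaction with vehicle and 100% = reaction without substrate; strong numbers were not always called active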
An asterisk follows results filed as active; ? = inconclusive; . = no result given. The list is partial; count on the stated rates, not on these rows.

SMILES | RmlCD inh 1536 | GlmU inhibition
O=C(CCCNS(=O)(=O)c1cccc2nsnc12)NCCc1ccccc1 | -11 | 6.3%
Nc1ccc(C2(c3ccc(N)cc3)CCCCC2)cc1 | 0 | -8.0%
CC(C)C(NC(=O)/C=C/c1ccc(F)cc1)C(C)C | 7 | 1.2%
CC(=O)Nc1ccc(S(=O)(=O)NCCc2ccc(F)cc2)cc1 | 11 | 1.6%
CCOc1ccc(NC(=O)CSc2n[nH]c(=O)n2-c2ccccc2)cc1 | 7 | 3.4%
Cc1ccc(C(=O)N/C(=C\c2cccc([N+](=O)[O-])c2)C(=O)OCN2C(=O)c3ccccc3C2=O)cc1 | . | -0.4%
COC(=O)C(C)N=Cc1ccccc1 (stereo not given) | -6 | 4.1%
CCOc1ccc(N2C(=O)CC(N(Cc3ccco3)C(=O)CC)C2=O)cc1 (stereo not given) | . | 4.7%
NC(=O)/C=C/C(=O)Nc1ccc(Cl)cc1 | -11 | -2.1%
CCc1[nH]nc2c1C(c1cccnc1)C(C#N)=C(N)O2 (stereo not given) | 5 | -4.9%
C/C(=N\NC(=O)c1c(-c2ccccc2Cl)noc1C)c1cccc(NC(=O)C(C)C)c1 | -6 | 1.5%
O=C(NCCCc1ccccc1)c1cc([N+](=O)[O-])ccc1Cl | 7 | -0.9%
N#CC1=C(N)N2C(=C(C#N)C1c1cccc(Br)c1)Nc1ccccc12 (stereo not given) | -3 | -5.3%
COC(=O)NNC(=O)/C=C/c1ccccc1 | . | 2.0%
CCOC(=O)c1cc(CC)sc1NC(=O)COC | 21 | -0.3%
Cc1c(NC(=O)CN2CCN(c3ccc([N+](=O)[O-])cc3)CC2)c(=O)n(-c2ccccc2)n1C | -14 | -1.8%
COc1ccc(NC(=O)c2oc3ccccc3c2NC(=O)C2CCCO2)cc1OC (stereo not given) | . | -0.5%
C/C(=N\N=C(N)N)c1ccc(C)c(C)c1 | 1 | 1.6%
CC1CN(c2ccc([N+](=O)[O-])c(NCCOc3ccccc3)c2)CCN1 (stereo not given) | 1 | 1.4%
CN1C(=O)C(/C(N)=N/NC(=O)c2ccccc2)C2CC1(C)Oc1ccccc12 (stereo not given) | . | 2.6%

Molecules above that contain a furan ring, fused or not:
SMILES | RmlCD inh 1536 | GlmU inhibition
CCOc1ccc(N2C(=O)CC(N(Cc3ccco3)C(=O)CC)C2=O)cc1 (stereo not given) | . | 4.7%
COc1ccc(NC(=O)c2oc3ccccc3c2NC(=O)C2CCCO2)cc1OC (stereo not given) | . | -0.5%

A draw from above in order of molecular weight, highest first:
SMILES | RmlCD inh 1536 | GlmU inhibition
Cc1ccc(C(=O)N/C(=C\c2cccc([N+](=O)[O-])c2)C(=O)OCN2C(=O)c3ccccc3C2=O)cc1 | . | -0.4%
Cc1c(NC(=O)CN2CCN(c3ccc([N+](=O)[O-])cc3)CC2)c(=O)n(-c2ccccc2)n1C | -14 | -1.8%
CCOc1ccc(N2C(=O)CC(N(Cc3ccco3)C(=O)CC)C2=O)cc1 (stereo not given) | . | 4.7%
Nc1ccc(C2(c3ccc(N)cc3)CCCCC2)cc1 | 0 | -8.0%

Further results:
SMILES | RmlCD inh 1536 | GlmU inhibition
CCOC(=O)C1C(=O)NC(c2ccccc2)=NC1c1ccccc1 (stereo not given) | 7 | -10%
CCC(CC)c1nnc(NC(=O)C2CC(=O)N(c3ccc4c(c3)OCCO4)C2)s1 (stereo not given) | -9 | 1.0%
CC(=O)Nc1cccc(/C(C)=N/NC(=O)c2ccc(Cl)cc2Cl)c1 | -3 | -2.5%
CC(C)(C)c1ccc(COC(=O)Nc2ccc(F)cc2)cc1 | -12 | -0.3%
COC(=O)c1cccc(C(=O)Nc2ccc(C)cc2Br)n1 | 8 | .
COc1ccc(O)c(C(=O)c2cnc3nc4ccccc4n3c2)c1 | . | 1.6%
CN(C)c1nc2ccc(OCCN3CCCCC3)cc2s1 | 8 | 0.4%
CCOC(=O)C1CCCN(C(=O)COC(=O)c2ccc(C#N)cc2)C1 (stereo not given) | -8 | 1.1%
Cc1ccc2c([N+](=O)[O-])c(C)ccc2n1 | . | -1.2%
CCOC(=O)C(C)Oc1ccc(OCc2ccccc2)cc1 (stereo not given) | -8 | 1.3%
COc1ccc(Cl)c(OC)c1C(=O)NC(=O)Nc1c(F)cc(F)cc1F | 16 | -0.9%
O=C(Cc1ccccc1)NCC(=O)N1CCCCC1 | -11 | 2.1%
CC(C)C(=O)Nc1ccc(C(=O)N2CCCCCC2)cc1 | -8 | 0.4%
CCOC(=O)C1CCN(c2nc(-c3ccc(Br)cc3)nc3ccccc23)CC1 | 6 | 1.4%
O=C(Nc1cccc(F)c1)/C(=C\c1ccco1)NC(=O)c1cccs1 | . | 5.9%
O=C(N/N=C/c1c(Nc2cccc(C(F)(F)F)c2)nc2ccccn2c1=O)c1ccccc1 | 4 | 0.0%
O=c1cc(C(F)F)oc2c1ccc1ccccc12 | -6 | 8.9%
O=C(NCc1ccccc1)C(=O)Nc1nc(-c2ccccc2)cs1 | -42 | 5.7%
CCN(CC)S(=O)(=O)c1ccc(Oc2ccccc2)cc1 | -6 | 2.9%
CCN(CC)C(=O)COc1cc(C)c(Cl)c(C)c1 | . | -2.3%

Record cards, as listed above. Order of values: RmlCD inh 1536, GlmU inhibition
O=C(Nc1cccc(F)c1)/C(=C\c1ccco1)NC(=O)c1cccs1 as listed: ., 5.9%
O=C(NCc1ccccc1)C(=O)Nc1nc(-c2ccccc2)cs1 as listed: -42, 5.7%

Next records
SMILES | RmlCD inh 1536 | GlmU inhibition
CCCOc1ccc(C(=O)Nc2ccc(N3CCN(C(C)=O)CC3)cc2)cc1 | -12 | 1.2%
O=C(CCS(=O)(=O)c1ccc(Cl)cc1)Nc1ccc(N2CCOCC2)cc1 | 8 | 3.5%
COc1ccc(C(CCN)Cc2ccccc2)cc1 (stereo not given) | -4 | -7.9%
N#Cc1cccc(-c2cn(S(=O)(=O)c3ccc(Cl)cc3)nc2N)c1 | . | 1.4%
O=C(CCCO)NC1Cc2ccccc2C1 | -8 | 0.4%
CC(=O)N1CCc2cc(Br)cc(S(=O)(=O)NCC3CCCO3)c21 (stereo not given) | . | 2.3%
COc1ccc(NS(=O)(=O)c2ccc3oc(SC4CCOC4=O)nc3c2)cc1 (stereo not given) | 11 | 0.9%
N#CC1=C(SCc2ccccc2)NC(=O)CC1c1cccc(O)c1 (stereo not given) | 0 | -4.6%
COc1cc(NC(=O)Cn2nnc(-c3ccncc3)n2)cc(OC)c1 | -8 | -5.0%
COc1ccc(NC(=S)NN2CCN(C)CC2)cc1OC | -5 | 1.9%
Cc1nnc(NC(=O)c2cccc(S(=O)(=O)N3CCOCC3)c2)s1 | 10 | 6.8%
O=C(NCc1ccco1)c1nc2ccccc2s1 | 9 | -3.6%
CNC(=O)N(c1ccccc1)c1ccccc1 | -11 | -2.2%
O=C(Nc1ccccc1N1CCOCC1)c1cc(-c2ccco2)nc2ccccc12 | . | -5.7%
COCCCn1c(SCC(=O)c2ccccc2)nc2ccccc2c1=O | -3 | -7.2%
CC(=O)C1CCC2C3CCC4=CC(=O)CC[C@]4(C)[C@@]3(F)C(O)C[C@]12C (stereo not given in full) | 12 | .
CCn1nnc(NC(=O)c2cccc(-c3cc4ccccc4oc3=O)c2)n1 | 5 | 1.6%
CC1(C)CC(=O)C(C=NCCc2ccc(O)cc2)=C(O)C1 | . | ?
CN(C)CCn1c(=O)n(-c2cccc(Cl)c2)c(=O)c2c3c(sc21)CCCCC3 | -10 | 3.3%
OCCNc1nc2ccccc2n1-c1ncnc2sc3c(c12)CCC3 | 6 | .
Cc1ccc(-n2c(SCC(=O)Nc3nccs3)nc3c(c2=O)SCC3)cc1 | -3 | .
COc1cc(C(=O)O)ccc1OCc1c(C)noc1C | 3 | 5.8%
Cc1nn(-c2ccccc2)c2c1C(c1ccncc1)C(C#N)=C(N)O2 (stereo not given) | . | -1.4%
COc1ccc(C(=O)c2c(-c3ccc(OC)cc3)oc3ccc(-c4ccc(OC)nc4)cc23)cc1 | . | -2.6%
O=C1CCCC(=O)C1=Cc1c[nH]c2ccccc12 | 12 | -3.7%
CC1(C)CN=C(N(Cc2ccccc2)C(=O)Nc2ccccc2)S1 | . | 0.9%
COC(=O)c1ccc2c(c1)nc(C)n2CCO | -5 | 0.6%
OC1(c2cccc(C(F)(F)F)c2)CCN(c2ccc(-c3ccccc3)nn2)CC1 | -1 | -3.9%
Cc1cc(C)n(CC2CC(=O)N(c3cc(Cl)cc(Cl)c3)C2=O)n1 (stereo not given) | 9 | 2.2%
O=C(COc1ccccc1)NCC1CCCO1 (stereo not given) | . | 2.8%
COc1ccc(C(=O)C(CN2CCOCC2)c2ccccc2)cc1F (stereo not given) | . | 1.1%
O=C(C1=C(O)C(=O)N(CC2CCCO2)C1c1cccnc1)c1ccco1 (stereo not given) | -7 | -5.7%
O=C(CSCc1ccc(Cl)cc1)Nc1ccccc1O | -4 | -3.1%
Cc1cc(C)c(C#N)c(SCC(=O)NC(C)(C)C)n1 | 17 | 2.3%
OC(Cc1cccnc1)(Cc1cccnc1)c1cc2ccccc2[nH]1 | . | 0.3%
COc1cc(CNC(C)c2ccccc2)c(Br)cc1OCC(N)=O (stereo not given) | 13 | 0.4%
Cc1ccc(C(=O)Nc2sc3c(c2C(=O)NCc2ccco2)CCCC3)cc1 | . | 5.1%
CC1CCCC(C)N1Cc1cn2ccccc2n1 (stereo not given) | -5 | -2.0%
COc1cccc(NC(=O)/C=C/c2ccco2)c1 | 105 | 1.7%
Cc1ccc(Oc2ccc3c(c2)C(=O)N(c2ccc(S(=O)(=O)Nc4nccs4)cc2)C3=O)cc1 | . | 4.4%
O=c1c2ccccc2c(-c2cccc(C(F)(F)F)c2)nn1-c1ccccc1 | -10 | 2.3%
Cc1ccc2cc(C#N)c(NCc3ccco3)nc2c1 | 4 | 1.5%
N=C1C2=C3Sc4ccccc4N3CCCC2=NN1c1cccc(S(=O)(=O)O)c1 | -7 | 5.6%
C=CCNC(=O)COC(=O)/C=C/c1cccs1 | -1 | 2.5%
CCCOc1ccc(-c2csc(NC(=O)CN3C(=O)CCC3=O)n2)cc1 | 6 | -4.4%
Cc1onc(-c2ccccc2)c1C(=O)Nc1ccc(OC(C)C)cc1 | -10 | -4.9%
COc1ccc(-c2nnc3ccc(SCC(=O)Nc4nc5ccccc5s4)nn23)cc1OC | 6 | 6.2%
Cc1ccc(S(=O)(=O)/N=C(/c2ccc(F)cc2)N2CCCC2)cc1 | -14 | 2.0%
Cc1ccc(S(=O)(=O)N(C)c2ccc(N)cc2)cc1 | . | 1.9%
CCCCN=CC1=C(O)C(C(=O)OC)C(C)(C)CC1=O (stereo not given) | -3 | 1.2%
CC1=C(C(=O)Nc2ccc(F)cc2)C(c2cccc(C)c2)n2nc(CCCO)nc2N1 (stereo not given) | 11 | 3.0%
C=CCOc1c(Br)cc(CNc2ccc3[nH]c(=O)[nH]c3c2)cc1OCC | 3 | -0.2%
CCOC(=O)c1sc2nc(C(C)C)c3c(c2c1N)CC(C)(C)OC3 | . | -0.6%
CC(C)(C)NC(=O)NC(=O)COC(=O)CNC(=O)C1CCCCC1 | 3 | -4.7%
CC(=O)NC1CSCC1OC(C)=O (stereo not given) | -2 | 5.8%
COc1ccc(CNC(=O)CN(c2cc(C)cc(C)c2)S(=O)(=O)c2c(C)noc2C)cc1 | 4 | 1.3%
O=S(=O)(NCc1cn2ccccc2n1)c1cccs1 | 15 | 3.2%
COC(=O)C1=C(c2cc3ccccc3s2)C[C@@H]2CC[C@H]1N2C(=O)NCc1ccco1 | . | 2.5%
COc1ccc(C(=O)NC(Nc2ccccc2)C(Cl)(Cl)Cl)cc1 (stereo not given) | 3 | 3.6%
CCOc1cc(N2CCOCC2)c(OCC)cc1NC(=O)Cc1ccc(OC)c(OC)c1 | -5 | .
Next records follow:
SMILES | RmlCD inh 1536 | GlmU inhibition
O=C(CSc1ncn[nH]1)Nc1ccc(S(=O)(=O)Nc2ncccn2)cc1 | 4 | -3.0%
O=C(COc1ccccc1)NNC(=S)NC(=O)c1ccccc1 | -8 | -0.5%
COc1cc2c(cc1OC)C(SC)=NC1(CCCC1)C2 | 13 | 2.5%
Cc1cc(-c2nnc(CCC(=O)N(C)Cc3ccsc3)o2)no1 | -3 | 6.6%
Cc1nc(SCC(=O)N2CC(=O)Nc3ccccc32)c2c(C)c(C)sc2n1 | 0 | -0.9%
COC(=O)c1ccc(C2C(Oc3ccc(OC)cc3)C(=O)N2CCc2ccc(OC)c(OC)c2)cc1 (stereo not given) | -16 | 0.5%
CC(C(=O)NC1CCCC1)N(Cc1ccco1)C(=O)c1snc(C(=O)NC2CCCC2)c1N (stereo not given) | 5 | -3.4%
COc1cccc(OC)c1C(=O)Nc1nnc(-c2cccs2)s1 | -5 | -6.0%
O=C(CN1CCSCC1)c1c[nH]c2ccccc12 | -11 | 1.4%
O=C(CCC(=O)OCC(F)(F)C(F)F)Nc1ccccc1F | 3 | 5.8%
COc1cccc(N(Cc2nnc3n2CCCCC3)C(=O)Nc2ccccc2)c1 | -10 | 1.1%
CC1CCC(C(=O)NC(C(=O)NCc2cccnc2)C(C)C)CC1 (stereo not given) | . | 1.2%

7 entries from above, tab-delimited:
mol	RmlCD inh 1536	GlmU inhibition
COc1cc2c(cc1OC)C(SC)=NC1(CCCC1)C2	13	2.5%
Cc1cc(-c2nnc(CCC(=O)N(C)Cc3ccsc3)o2)no1	-3	6.6%
Cc1nc(SCC(=O)N2CC(=O)Nc3ccccc32)c2c(C)c(C)sc2n1	0	-0.9%
COC(=O)c1ccc(C2C(Oc3ccc(OC)cc3)C(=O)N2CCc2ccc(OC)c(OC)c2)cc1 (stereo not given)	-16	0.5%
CC(C(=O)NC1CCCC1)N(Cc1ccco1)C(=O)c1snc(C(=O)NC2CCCC2)c1N (stereo not given)	5	-3.4%
COc1cccc(OC)c1C(=O)Nc1nnc(-c2cccs2)s1	-5	-6.0%
O=C(CN1CCSCC1)c1c[nH]c2ccccc12	-11	1.4%
